# hIAP activ = human IAP activators, primary screen, biochemical, luminescence, uHTS. 330,000 compounds, 0.16% hits. activation factor at 10 µM. purified human IAP, CDP-Star luminescence, 30 min; stronger effect = higher value; 1 = vehicle-only enzyme, 0 = enzyme-free background;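 active means activation factor of the enzyme at least 2-fold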; further: the source names both 10 and 20 µM as test concentration; values of inactives mirror those of a sister screen read the other way
# Target sequence (P09923 whole entry, looked up): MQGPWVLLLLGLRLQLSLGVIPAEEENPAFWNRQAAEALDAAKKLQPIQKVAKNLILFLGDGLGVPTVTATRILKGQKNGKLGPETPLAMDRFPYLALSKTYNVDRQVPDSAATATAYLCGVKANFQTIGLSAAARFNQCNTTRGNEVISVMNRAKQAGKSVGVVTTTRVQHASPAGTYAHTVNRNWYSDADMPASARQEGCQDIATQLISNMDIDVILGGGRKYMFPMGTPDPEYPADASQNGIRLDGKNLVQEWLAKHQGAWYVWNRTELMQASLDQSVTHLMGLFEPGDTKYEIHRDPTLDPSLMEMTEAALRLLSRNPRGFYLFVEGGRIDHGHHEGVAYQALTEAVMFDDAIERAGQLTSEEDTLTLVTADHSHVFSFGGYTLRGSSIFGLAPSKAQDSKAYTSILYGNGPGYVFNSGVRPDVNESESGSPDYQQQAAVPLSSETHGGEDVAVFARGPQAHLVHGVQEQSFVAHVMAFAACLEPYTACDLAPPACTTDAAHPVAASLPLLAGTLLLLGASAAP
# hIAP inh = human IAP inhibitors, primary screen, biochemical, luminescence, uHTS; AID 2544, 2010; Intestinal-type alkaline phosphatase (Homo sapiens), P09923; purified IAP, CDP-Star luminescence, 30 min; 330,000 compounds, 0.12% hits; inhibition, % at 10 µM;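 active means inhibition reaching a set limit with compound at 10 µM in the primary screen, cut at about 35% in these data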;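 further: plate controls were DMSO wells with enzyme for no effect and no-enzyme buffer wells for full effect; values of inactives mirror those of a sister screen read the other way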
# NLRP3 yeast inh = NALP3 inflammasome inhibitors in reconstituted yeast, primary screen, luminescence, uHTS; Yeast reconstituted NLRP3/ASC/caspase-1, beta-gal luminescence, 24 h; 330,000 compounds, 0.39% hits; AID 2825, 2010; inhibition, % at 10 µM;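 active means inhibition of 50% or more; inactive means inhibition below 50%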;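 further: plate controls were induced DMSO wells for no effect and uninduced yeast grown without galactose for full effect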
# APOBEC3A inh = APOBEC3A ssDNA deaminase inhibitors, primary screen, selectivity assay for APOBEC3G inhibitor project, biochemical, FAM/TAMRA oligo cleavage fluorescence; inhibition, % at 20 µM; DNA dC->dU-editing enzyme APOBEC-3A (Homo sapiens), P31941; recombinant A3A, FAM/TAMRA ssDNA deamination fluorescence; 330,000 compounds, 0.41% hits;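 active means at least 40% inhibition at 20 µM here, with at most 30% in a related deaminase screen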;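 further: plate controls were A3A with DMSO for no effect and wells lacking A3A enzyme for full effect; some results filed as inactive read as strong as hits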
# Target sequence (P31941 whole entry, looked up): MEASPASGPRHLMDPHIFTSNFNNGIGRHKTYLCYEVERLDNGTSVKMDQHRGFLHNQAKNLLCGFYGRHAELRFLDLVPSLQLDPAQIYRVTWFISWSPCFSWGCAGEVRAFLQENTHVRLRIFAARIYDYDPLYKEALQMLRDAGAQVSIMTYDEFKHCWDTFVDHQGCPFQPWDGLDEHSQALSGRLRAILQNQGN
# mIAP block = inhibitors of mouse IAP, primary screen, biochemical, luminescence, uHTS. intestinal alkaline phosphatase [Mus musculus]. purified mouse IAP, CDP-Star luminescence, 30 min. inhibition, % at 10 µM. 330,000 compounds, 0.2% hits. AID 2806, 2010;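 active means inhibition of at least 40% at 10 µM in the primary screen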;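 further: plate controls were DMSO with enzyme for no effect and no enzyme wells for full effect; values of inactives mirror those of a sister screen read the other way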
# mIAP act = activators of mouse IAP, primary screen, biochemical, luminescence, uHTS | intestinal alkaline phosphatase [Mus musculus] | muIAP, CDP-Star luminescence, 30 min; stronger effect = higher value; 1 = vehicle-only enzyme signal, 0 = enzyme-free wells | activation factor at 10 µM | 330,000 compounds, 0.24% hits;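 active means activation factor of at least 2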; further: the source names both 10 and 20 µM as test concentration; values of inactives mirror those of a sister screen read the other way
#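 Assay system: mouse IAP enzyme; Reagent: CDP-Star chemiluminescent phosphatase substrate; Compound: DMSO-dissolved test compounds; Incubation: 30 min, room temperature; Technique: luminescence from enzymatic CDP-Star hydrolysis; Controls: DMSO-only wells and no-enzyme negative control.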
# beta cell repl = inducers of MIN6 beta-cell proliferation, primary screen, ATP luminescence, uHTS | proliferation, % at 10 µM | 330,000 compounds, 0.29% hits | MIN6 cells proliferation, ATPlite luminescence, 48 h; cells starved in 0.2% serum; 100% = growth in 10% serum | AID 2380, 2010;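 active means compounds whose signal lies at least 3.5 SD above the mean of all wells on their plate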;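 further: 0% = DMSO-treated cells in low-serum medium and 100% = 10% serum control; some compounds called inactive have numbers as strong as hits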
# SENP1 FRET inh = human SENP1 catalytic domain inhibitors, primary screen, biochemical, FRET, uHTS; recombinant SENP1 catalytic domain, CyPet-SUMO1-YPet FRET cleavage; AID 624204, 2012; 360,000 compounds, 0.21% hits; inhibition, % at 10 µM; Sentrin-specific protease 1 (Homo sapiens), Q9P0U3;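 active means inhibition at least 30% at 10 µM, raw YFP signal under a set limit, fluorescence ratio 0.5 to 1.5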;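 further: 0% = enzyme with DMSO and 100% = no enzyme wells; some results filed as inactive read as strong as hits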
# Target sequence (Q9P0U3 419-644 limits assumed): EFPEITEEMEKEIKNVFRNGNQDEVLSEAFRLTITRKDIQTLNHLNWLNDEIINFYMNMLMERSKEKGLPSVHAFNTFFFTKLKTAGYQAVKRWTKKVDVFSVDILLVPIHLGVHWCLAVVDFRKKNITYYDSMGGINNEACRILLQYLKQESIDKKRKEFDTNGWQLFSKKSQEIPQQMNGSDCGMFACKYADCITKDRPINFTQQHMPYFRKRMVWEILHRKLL
#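 Test system: hSENP1 catalytic domain, recombinant; Amount: 20 pM final SENP1 enzyme; Medium: Tris pH 8 buffer plus EDTA, NaCl, BME, BSA, NP40, catalase; Schedule: 50 min enzyme reaction, room temperature, light-protected; Technique: FRET fluorescence in CFP and YFP emission channels; Controls: no-enzyme wells low, DMSO-plus-enzyme wells high control.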
# APOBEC3G inh = APOBEC3G DNA deaminase inhibitors, primary screen, biochemical, fluorescence, single-stranded DNA substrate, uHTS | recombinant A3G, ssDNA deamination FAM/TAMRA fluorescence | DNA dC->dU-editing enzyme APOBEC-3G (Homo sapiens), Q9HC16 | inhibition, % at 20 µM | 330,000 compounds, 0.28% hits;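 active means inhibition of at least 40% at 20 µM, with no more than 30% in the related APOBEC3A deaminase screen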;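 further: plate controls were DMSO wells with A3G for no effect and wells lacking A3G enzyme for full effect; some compounds called inactive have numbers as strong as hits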
# The depositor's hits bear a star; / = no result given. Only part of the results is shown; the hit share may differ from the screen's.
# Every second line gives: mIAP block	APOBEC3A inh	beta cell repl	hIAP activ	mIAP act	SENP1 FRET inh	NLRP3 yeast inh	APOBEC3G inh	hIAP inh
- Cc1cc2nc(N)sc2cc1C
  4	28	-5	0.94	0.96	1	6	-2	6
- Cc1ccc(Nc2ccc(C(=O)N3CCCC3)cn2)c(C)c1
  4	-1	0	0.77	0.96	0	17	0	23
- Cc1ccccc1/C(N)=N/O
  5	-2	-1	1	0.95	3	4	-4	-4
- Cc1cccc(C(=O)Nc2ccccc2C(=O)NCc2ccco2)c1
  5	-3	1	0.85	0.95	-1	14	-2	15
- Cc1ccc(C)c(NC(=O)CSc2nnc(NC(=O)C3CC3)s2)c1
  5	1	-1	1	0.95	2	-8	-4	-1
- Cc1ccc(S(=O)(=O)N2CCN(C)CC2)c(C)c1
  13	-1	-2	1	0.87	2	18	-4	-2
- COc1ccc(CC(=O)NCc2ccc(-n3cccc3)cc2)cc1OC
  -2	-1	0	1	1	0	22	-6	-1
- CCc1ccc(OCCOCC(O)CN2CCN(Cc3ccc(Cl)cc3)CC2)cc1 (configuration not stated)
  9	-2	0	0.99	0.91	2	26	-6	1
- COc1ccc(Oc2nc(C)cc(C)c2S(=O)(=O)c2ccc(C)cc2)cc1
  -10	-4	-4	0.93	1.1	0	12	-3	7
- Cc1cccc(C)c1NC(=O)N1CCC(c2nc3ccccc3o2)CC1
  11	0	1	0.87	0.89	1	4	-5	13
- C(=N\NC1=Nc2cccc3cccc1c23)/c1cccnc1
  19	0	-2	0.87	0.81	-21	36	-7	13
- CCCCN(CCCNC(=O)C1CCCN(S(=O)(=O)CCC)C1)Cc1ccccc1 (configuration not stated)
  0	-2	4	1.1	1	0	0	-7	-9
- COc1ccc(CN(C(=O)CN2C(=O)c3ccccc3S2(=O)=O)C(C(=O)NCC2CCCO2)c2ccncc2)cc1 (configuration not stated)
  5	4	-1	1	0.95	1	0	-5	-2
- CCOc1ccc(C2C(C#N)=C(N)SC(N)=C2C#N)cc1OC
  9	-5	-2	0.98	0.91	/	0	-10	2
- O=C(COc1ccc2ccc(=O)oc2c1)Nc1ccc(N2CCOCC2)cc1
  -3	10	-2	1	1	-16	-3	-5	-2
- Cc1ccc(NC(=O)C[n+]2ccccc2)cc1[N+](=O)[O-]
  6	6	6	0.92	0.94	1	7	0	8
- Cc1cc2c(c(=O)o1)C(C(C)C)C(C#N)=C(N)O2 (configuration not stated)
  -14	-4	-3	1	1.1	4	13	-2	-3
- CCn1nc(C)c(CN2CCCCC2C(=O)Nc2ccc(Oc3cccnc3)cc2)c1C (configuration not stated)
  -2	2	-2	1.2	1	-1	21	6	-16
- Cc1nc(SCC(=O)N2CCc3ccccc3C2)c2c(C)c(C)sc2n1
  1	-4	-2	0.98	0.99	-3	7	-6	2
- Cc1cc(SCC2=NNC(=O)C2)c(Cl)cc1Cl
  0	-9	-3	1.3	1	2	26	-5	-33

# In the list so far, these have a Cl atom.
# Every second line gives: mIAP block	APOBEC3A inh	beta cell repl	hIAP activ	mIAP act	SENP1 FRET inh	NLRP3 yeast inh	APOBEC3G inh	hIAP inh
- CCc1ccc(OCCOCC(O)CN2CCN(Cc3ccc(Cl)cc3)CC2)cc1 (configuration not stated)
  9	-2	0	0.99	0.91	2	26	-6	1
- Cc1cc(SCC2=NNC(=O)C2)c(Cl)cc1Cl
  0	-9	-3	1.3	1	2	26	-5	-33

# Further entries
# Every second line gives: mIAP block	APOBEC3A inh	beta cell repl	hIAP activ	mIAP act	SENP1 FRET inh	NLRP3 yeast inh	APOBEC3G inh	hIAP inh
- Cc1nnc(NC(=O)CCC(=O)NCc2ccco2)s1
  -1	-6	-2	1.2	1	1	-1	-1	-15
- CC1Sc2ccc(C(=O)Nc3cc(S(C)(=O)=O)ccc3Cl)cc2NC1=O (configuration not stated)
  -16	-2	-5	0.94	1.2	1	-9	-4	6
- CCC1CCCCN1CCNC(=O)C1CCN(S(=O)(=O)c2c(C)noc2C)CC1 (configuration not stated)
  -12	0	-1	1.1	1.1	-14	-6	-5	-9
- COc1ccc(C(=O)Nc2c(N)nc(SCC(=O)Nc3ccc(NC(C)=O)cc3)[nH]c2=O)cc1OC
  -8	5	0	0.91	1.1	0	6	9	10
- Fc1ccccc1NC(=S)N1CCN(Cc2ccc3c(c2)OCO3)CC1
  10	-5	7.4*	0.97	0.9	6	30	-8	3
- Cc1cccc(/C(N)=N/OC(=O)c2cccc3ccccc23)c1
  7	-2	-7	0.6	0.93	2	44	-10	40*
- C/C(=N\NC(=O)c1nnn(-c2nonc2N)c1C(C)C)c1ccc2ccccc2c1
  -13	-7	-2	1.2	1.1	3	10	-6	-17
- COc1ccc(Cl)cc1NC(=O)CN(C)C(=O)C12CC3CC(CC(Cl)(C3)C1)C2
  2	2	-2	1.2	0.98	-6	6	-4	-23
- CC1=N/C(=C\c2ccc3c(c2)OCO3)C(=O)N1c1ccc(C(=O)O)cc1
  -7	4	-1	1	1.1	-15	26	2	-4
- CCOC(=O)[C@H]1[C@H]2COc3ccccc3[C@@H]2N2C(=O)[C@@H](C)NC(=O)[C@@]12C
  0	-5	-1	0.98	1	2	11	-7	2
- S=c1nc(Cc2ccccc2)[nH]c2ccccc12
  12	-5	2	1.3	0.89	3	20	-6	-31
- COc1ccc(N=CC=C2OC(C)(C)C(C)(C)O2)cc1OC
  -4	0	0	0.92	1	-3	19	1	8
- CCOC(=O)N1CCN(c2c(NCCc3ccc(OC)c(OC)c3)c(=O)c2=O)CC1
  -2	-3	1	0.96	1	2	17	-7	4
- Cc1nc2ccc3nc(NC(=O)c4ccco4)sc3c2s1
  4	-1	-4	1	0.96	-4	11	-3	-5
- CN1CCN(C2=C(Cl)C(=O)N(c3ccc(Cl)cc3)C2=O)CC1
  -3	-6	-1	1.2	1	-12	6	-7	-18
- COc1ccc(N2C(=O)[C@@H]3[C@H](C2=O)[C@H]2C=CC=NN2[C@@H]3C(=O)Nc2ccc(Cl)cc2)cc1
  2	-3	-2	0.95	0.98	-18	3	23	5
- Cc1cc2c(NC(=O)Nc3ccc(C(F)(F)F)cc3)cccc2nn1
  2	0	-3	1.3	0.98	-20	16	-7	-31
- NCC(=O)N1CCC(C(=O)N[C@@H](Cc2c[nH]c3ccccc23)C(=O)O)CC1
  -4	-2	-2	1	1	0	16	-1	-3
- CC1CCC2(CC1)NC(=O)N(CC(=O)Nc1ccc3c(c1)OCO3)C2=O (configuration not stated)
  -3	0	-4	0.81	1	-7	-8	-2	19
- COc1ccc(C(C(=O)NCC2CCCO2)N(Cc2ccccc2)C(=O)c2snc(C(N)=O)c2N)cc1OC (configuration not stated)
  4	-2	-3	0.91	0.96	-6	14	-7	9
- Cc1nc(SCc2ccc(C#N)cc2)n[nH]1
  -12	-2	-2	1	1.1	-1	17	-3	-4
- O=C(CS(=O)(=O)c1cn(Cc2ccc(Cl)cc2)c2ccccc12)N1CCOCC1
  -4	-2	0	1.1	1	3	2	-3	-12
- COCCn1c(SCC(=O)Nc2ccccc2)nc2c1c(=O)[nH]c(=O)n2C
  -15	-3	2	1.1	1.2	-2	1	-10	-10
- Cn1nccc1C(=O)NC1CC(C)(C)Cc2c1cnn2-c1ccc(F)cc1 (configuration not stated)
  -7	-1	0	1.3	1.1	1	18	-11	-31
- O=C(Nc1ccon1)c1cccc(S(=O)(=O)N2CCCC2)c1
  1	-2	-1	0.87	0.99	-7	5	-4	13
- O=C1/C(=C/c2cccs2)SC(=S)N1NS(=O)(=O)c1ccccc1
  20	-1	-1	0.94	0.8	-1	-17	-6	6
- O=C(O)CC(NC(=O)c1ccccc1NC(=O)c1ccccc1)C(=O)O (configuration not stated)
  -2	-3	-1	1.1	1	0	0	-2	-14
- O=C(c1cccs1)N1CCCC(c2ccccc2)C1 (configuration not stated)
  -2	2	-4	0.91	1	3	22	0	10
- O=C(NC1C/C=C\C(c2ccccc2)N(c2ccccc2)C(=O)C1)OCC1c2ccccc2-c2ccccc21 (configuration not stated)
  6	2	/	/	0.94	-6	/	2	/
- CC(=O)c1c(C)[nH]c(C(=O)COC(=O)c2ccc(Cl)nc2)c1C
  -4	0	-1	0.96	1	3	17	-5	4
- CC(=O)Nc1ccc(C(=O)Cn2c3[n+](c4c(F)c(F)ccc42)CCCCC3)cc1
  5	-2	-1	1.1	0.95	0	3	-4	-7
- Cc1nn(C)cc1C(=O)c1ccccc1
  2	2	-1	1.1	0.98	2	10	5	-8
- C=CCSc1nnc(-c2cc3c(C(F)(F)F)nn(C)c3s2)n1C
  -8	6	-5	1.3	1.1	0	15	1	-25
- CC(=O)Nc1cc(C(=O)N(C)Cc2ccco2)ccc1Sc1ccc(C)cc1
  3	1	0	0.99	0.97	3	2	0	1
- CC(=O)Nc1ccc(S(=O)(=O)NC2CC(=O)N(c3cccc(F)c3)C2)cc1 (configuration not stated)
  5	-3	1	0.98	0.95	2	8	-7	2
- O=C(COc1ncnc2ccccc12)NCC1CCCO1 (configuration not stated)
  0	2	-1	0.96	1	0	2	-4	4
- O=C1CSC(=S)N1N1C(=O)c2cccc([N+](=O)[O-])c2C1=O
  57*	46	-1	1.1	0.43	/	10	30	-10
- Cc1ccc(P(=O)(CO)c2ccc(C)cc2)cc1
  -6	3	-4	0.97	1.1	-1	15	-1	3
- CCC(C(=O)Nc1nccs1)(C(F)(F)F)C(F)(F)F
  8	0	-2	0.88	0.92	0	-14	-6	12

# Gathered by group: the compounds so far containing a COOH group (3)
# Every second line gives: mIAP block	APOBEC3A inh	beta cell repl	hIAP activ	mIAP act	SENP1 FRET inh	NLRP3 yeast inh	APOBEC3G inh	hIAP inh
- CC1=N/C(=C\c2ccc3c(c2)OCO3)C(=O)N1c1ccc(C(=O)O)cc1
  -7	4	-1	1	1.1	-15	26	2	-4
- NCC(=O)N1CCC(C(=O)N[C@@H](Cc2c[nH]c3ccccc23)C(=O)O)CC1
  -4	-2	-2	1	1	0	16	-1	-3
- O=C(O)CC(NC(=O)c1ccccc1NC(=O)c1ccccc1)C(=O)O (configuration not stated)
  -2	-3	-1	1.1	1	0	0	-2	-14

# Compound activity from PubChem BioAssay.
